Screening data deposited in PubChem BioAssay by National Center for Advancing Translational Sciences (NCATS).
ERG Ets-DNA blk – blocks human ERG Ets domain binding to DNA | P11308 | fluorescence polarization, His-ERG Ets domain / labelled DNA | Potency, µM (doses to about 76.9 µM), for inactives: at the highest dose FP activity, negative = inhibition, actives largely listed as inhibitors | 0.028% of 370,000 active; active = well fitted inhibition curve with a large enough effect in the polarisation, with a control signal flat; inconclusive = small, poorly fitted or top-dose-only effect, or effect the other way, or a change in a side signal; inactive = no such curve, though single readings can be large or run the other way; the % refers to the polarisation;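 note: polarization taken with two DNA probes labelled with fluorescein and Texas red; potency is the fitted concentration of half-maximal effect; % of control where 0% means no effect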
Target sequence (P11308 whole entry, looked up, the tested form may be a part): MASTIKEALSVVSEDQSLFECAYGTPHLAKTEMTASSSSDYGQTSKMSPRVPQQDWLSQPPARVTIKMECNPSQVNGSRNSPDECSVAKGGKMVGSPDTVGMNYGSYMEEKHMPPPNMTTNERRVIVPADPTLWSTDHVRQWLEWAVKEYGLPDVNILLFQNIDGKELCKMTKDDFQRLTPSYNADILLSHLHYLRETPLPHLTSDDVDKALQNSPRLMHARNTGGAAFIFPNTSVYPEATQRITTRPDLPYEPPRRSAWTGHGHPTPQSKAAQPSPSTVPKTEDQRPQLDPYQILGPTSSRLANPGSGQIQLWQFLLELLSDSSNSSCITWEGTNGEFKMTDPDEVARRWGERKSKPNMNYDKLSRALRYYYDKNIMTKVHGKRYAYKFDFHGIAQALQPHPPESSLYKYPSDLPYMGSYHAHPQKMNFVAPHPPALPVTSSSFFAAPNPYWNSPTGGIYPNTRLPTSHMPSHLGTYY
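His-tagged ERG Ets domain (1 uM in the protein solution; 300mM KCl, 50mM Tris-HCl, 1mM EDTA, 1mM DTT, pH 7.5) received compound, then a probe mix of 5 nM fluorescein-DNA and 100nM Texas-615-DNA. Fluorescence polarization was read for both dyes.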
LDHA block – blocks human lactate dehydrogenase A | purified LDHA, NADH/diaphorase-resazurin fluorescence; hits give low values | activity change, % (values are at about 110 or 230 µM) | 0.15% of 480,000 active | AID 1347041; in the data active = activity change below about -30%; inconclusive = mostly about -25% to -30%;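 note: plate controls were DMSO wells for no effect and wells without enzyme for full effect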
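Remaining NADH was detected by diaphorase (0.133 mg/mL) converting 37 µM resazurin to fluorescent resorufin, read at 0 and 20 minutes. The preceding 5-minute room-temperature reaction used 2 nM LDHA, 0.2 mM sodium pyruvate and 0.06 mM NADH at pH 7.4.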
Pol kappa inh – blocks human DNA polymerase kappa activity; purified Pol kappa, fluorescent DNA synthesis assay, 10 min; Q9UBT6; AID 588579; Potency, µM (titrated, usually from 107 µM), for the others: at the top dose activity, negative = inhibition, usual class: inhibitors; 0.53% of 400,000 active; note: potency is the fitted concentration of half-maximal effect; % is set by controls: 0 for no effect and ±100 for the full control effect
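Activity was followed as the change in fluorescence between reads at 0 and 10 min after starting the reaction with 50 nM substrate. Beforehand, 10 nM polymerase had been preincubated with compound for 15 min at room temperature.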
POLB inh – blocks human DNA polymerase beta activity | AID 485314 | P06746 | 1.3% of 340,000 active | Potency, µM (doses to about 114 µM), inactives show top-dose activity change, negative = inhibition, usual class: inhibitors | Pol beta primer extension/strand displacement, fluorescence kinetic; note: potency is the fitted concentration of half-maximal effect; % is set by controls: 0 for no effect and ±100 for the full control effect
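10 nM enzyme + cpd, 15 min RT; start with substrate 50 nM final; read 0 min and after 10 min RT. Corrected, normalized data; 4-parameter Hill curve fit.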
APEX1 inh – APE1 (human) endonuclease inhibition. P27695. recombinant APE1, TAMRA/BHQ-2 abasic DNA cleavage fluorescence. Potency, µM (highest dose often 65.8 µM), inactives show at the highest dose activity change, negative = inhibition, actives largely listed as inhibitors. 0.35% of 350,000 active;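 note: potency is the fitted concentration of half-maximal effect; plate controls were vehicle for no effect and reference inhibitor for full effect; nearly all actives have a fitted effect of over 55% in size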
Target sequence (P27695 whole entry, looked up): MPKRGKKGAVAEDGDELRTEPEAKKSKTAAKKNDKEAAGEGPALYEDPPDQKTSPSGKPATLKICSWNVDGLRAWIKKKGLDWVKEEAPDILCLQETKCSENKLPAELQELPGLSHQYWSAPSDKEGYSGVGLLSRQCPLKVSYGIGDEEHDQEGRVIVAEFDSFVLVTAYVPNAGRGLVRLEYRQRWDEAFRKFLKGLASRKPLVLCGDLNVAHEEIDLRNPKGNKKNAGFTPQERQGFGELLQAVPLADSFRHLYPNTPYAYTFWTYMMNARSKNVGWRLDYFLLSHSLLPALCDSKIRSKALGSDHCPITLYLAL
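Endonuclease cleavage of a quenched abasic-site DNA duplex (50 nM) by APE1 (0.75 nM) was tracked by TAMRA dequenching. Compounds were preincubated with enzyme 15 min at room temperature; data normalized to buffer-only and DMSO wells plus NSC13755 control.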
Anesthetic bind – candidate novel general anesthetic via apoferritin binding | P02791 | apoferritin/1-aminoanthracene competitive binding, fluorescence | Potency, µM (highest dose often 77.5 µM), for inactives: at the top dose activity change, negative = displacement, usual class: inhibitors | 0.074% of 350,000 active; note: potency is the fitted concentration of half-maximal effect; % is set by controls: 0 for no effect and ±100 for the full control effect; nearly all actives have a fitted effect of over 20% in size
Target sequence (P02791 2-175 limits assumed): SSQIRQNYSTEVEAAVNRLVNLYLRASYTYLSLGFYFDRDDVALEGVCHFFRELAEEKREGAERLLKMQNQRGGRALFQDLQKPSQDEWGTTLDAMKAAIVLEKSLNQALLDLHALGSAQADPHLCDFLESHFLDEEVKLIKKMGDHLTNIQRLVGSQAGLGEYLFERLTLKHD
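Read-out: endpoint 1-AMA fluorescence, excitation 380 nm and emission 535 nm, after compounds sit 10 min at room temperature with 10 uM horse-spleen apoferritin in 50% saturated 1-AMA/PBS. Values come from four-parameter Hill fits.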
12-LOX inh – ALOX12 (human) lipoxygenase inhibition. P18054. purified 12hLO, xylenol orange hydroperoxide absorbance. Potency, µM (highest dose often 108 µM), without a hit: top-dose activity change, negative = inhibition, actives largely listed as inhibitors. 1.1% of 580,000 active. AID 1671190; note: potency is the fitted concentration of half-maximal effect; % is set by controls: 0 for no effect and ±100 for the full control effect
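Hydroperoxide product was detected by ferrous iron/xylenol orange as the 573 to 405 nm absorbance ratio. Arachidonic acid at 40 uM (final) was turned over for 30 min at room temperature by 150 nM human 12hLO, pH 7.0 Hepes buffer, after 15 min compound preincubation.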
RGS4 inhibitor – human RGS4 inhibition. Potency, µM (top dose mostly 114 µM), inactives show at the highest dose activity change, negative = inhibition, actives largely listed as inhibitors. P49798. Transcreener GDP fluorescence polarization, RGS4-accelerated GTP hydrolysis. AID 504845. 0.039% of 390,000 active; note: potency is the fitted concentration of half-maximal effect; % is set by controls: 0 for no effect and ±100 for the full control effect; nearly all actives have a fitted effect of over 75% in size; some results filed as inactive show a strong effect at the top dose
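MLSMR compounds (23 nl, pin-transferred) preincubated 10 min at room temperature with a 500nM (2x) first reagent, then RGS4 at 900nM (2x) plus Transcreener GDP mix added; fluorescence polarization (620/688 nm) read before and after 90 min at 30 °C.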
Pol eta inh – DNA polymerase eta (human) inhibition; Q9Y253; recombinant Pol eta, fluorescent DNA replication assay; Potency, µM (titrated, usually from 114 µM), inactives show at the top dose activity change, negative = inhibition, hits mostly inhibitors; 1.2% of 390,000 active; AID 588591; note: potency is the fitted concentration of half-maximal effect; % is set by controls: 0 for no effect and ±100 for the full control effect
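Fluorescent replication assay: 50 nM final substrate added after a 15 min room-temperature compound preincubation with 10 nM enzyme. Signal taken at 0 min and again at 10 min.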
* hit, by the source's call; ? = inconclusive; · = not tested or not shown; & = joins results of further samples; [ ] = remark or other dose. Unless noted, calls come from the whole dose curve; as a rule, active = well fitted curve in the direction sought with a large enough effect; inconclusive = small, poorly fitted or top-dose-only effect, or another doubt; inactive = no such curve, though single readings can be large; an effect the other way counts as inactive or inconclusive. Some of the compounds tested; rates above refer to the full screens.

SMILES | ERG Ets-DNA blk | LDHA block | Pol kappa inh | POLB inh | APEX1 inh | Anesthetic bind | 12-LOX inh | RGS4 inhibitor | Pol eta inh
Cc1cc(=O)[nH]c(NCc2ccccc2)n1 | 1% | -5 | -4% | 6% | 11% | 9% | 0% | 15%[11.4 µM] | 36%[activator]
COc1ccccc1N1C(=O)C(=O)N(C)C1=O | 2% | -11 | -1% | · | · | · | 1% | 33% | -2%
O=C(CSc1nc2c([nH]c3ccccc32)c(=O)n1-c1ccccc1)NCC1CCCO1 (centres undefined) | 15% | -3 | -6% | 23% | 4% | -24% | -2% | -3% | -2%
COc1ccc(CCNCc2c(C(=O)O)c(C)n(Cc3cccc(Cl)c3)c2C)c(OC)c1OC | -6% | -2 | -6% | 6% | · | -4% | -4% | -7% | -14%
Cc1oc(-c2ccccc2F)nc1CS(=O)(=O)CC(=O)NCCN(C)C1CCCCC1 | 0% | -4 | -14% | -2% | -4% | -17% | 33%[activator] | 18% | -5%
Cc1nc(Oc2cccc(Cl)c2)c2oc3ccccc3c2n1 | 0% | -1 | -9% | 3% | -4% | -23% | -1% | -30% | -17%
CN(c1ccc(C(=O)Nc2ccc(CC#N)cc2)cc1)S(C)(=O)=O | 4% | -4 | 3% | -10% | -3% | -5% | 0% | 3% | -15%
O=C(c1ccc2c(c1)N(Cc1ccccc1)C(=O)c1ccccc1S2(=O)=O)N1CCN(Cc2ccccc2)CC1 | 1% | -5 | -12% | -1% | · | -22% | 0% | -11% | ·
CC1(c2ccc3noc(-c4ccc(F)cc4)c3c2)OCCO1 | 11% | -6 | 1% | 13% | 1% | -1% | 6% | 12% | -15%
CCCC(O)(CCC)C(=O)NNc1ccc(C)cc1 | 2% | -3 | -4% | 6% | 11% | 8% | ? | 8% | 4%
Cc1ccc(CNC(=O)CCN2C(=O)C(C)Oc3ccc(C)cc32)cc1 (centres undefined) | 8% | -2 | -18% | -4% | · | 36%[activator] | 0% | 38% | -10%
COc1ccc(C2/C=C\CN(S(=O)(=O)c3ccc4ccccc4c3)CC(=O)N2Cc2ccc(F)cc2)cc1 (centres undefined) | -5% | 2 | -18%&-3% | 0% | -3%&21% | 1%&-10% | -2% | 13%&14% | -10%
CC(C(=O)NCc1ccccc1Cl)n1cc([N+](=O)[O-])cn1 (centres undefined) | -2% | -2 | 4% | 3% | 6% | -3% | 5% | 16% | -13%
CSc1nnc(-c2ccncc2)n1/N=C/c1cn(-c2ccccc2)nc1-c1ccc(Cl)cc1 | -4% | -3 | -4% | 7% | -2% | 2% | 205%[activator] | -19% | -25%
CCOC(=O)N1CCC(n2c(SCC(=O)NCc3ccccc3)nc3ccccc3c2=O)CC1 | 4% | 2 | -1% | 6% | -5% | -8% | 0% | -5% | -14%
CC(C)(C)C(=O)CSc1nc2ccsc2c(=O)n1Cc1ccccc1F | 2% | 5 | -8%[60.1 µM] | -1% | · | -16% | -5% | -38% | -20%
CC1(C)CC(=O)C(C(C2=C(O)CC(C)(C)CC2=O)c2ccc([N+](=O)[O-])cc2)C(=O)C1 (centres undefined) | 0% | 12 | -6% | 8%[57.1 µM] | -4% | -2% | -29% | ? | -9%
Cc1cc(C)c(S(=O)(=O)Nc2ccc(N(C)C)cc2)c(C)c1-n1cnnn1 | -7% | 13 | 1% | 23% | 0% | -1% | -26% | 5% | 0%
O=C1/C(=C/c2cccc([N+](=O)[O-])c2)Oc2cc(O)ccc21 | 1% | -4 | -4% | 61% | -17% | 11% | 69% | -13% | -32%
Cc1ccc(Cl)cc1NC(=O)COC(=O)C1CCCCC1 | -2% | -2 | -10% | 3% | 2% | ? | 0%[57.4 µM] | 19% | -13%
CC(=O)NCCC(=O)Nc1nc(-c2c[nH]c3ccccc23)cs1 | -7% | 15 | -24% | 1% | 18% | -13% | ? | ? | -12%
COc1ccc(C)cc1NC(=O)c1ccc(S(=O)(=O)N2CCOCC2)cc1 | -1% | -3 | 0% | 1% | 6% | -8% | -17% | -13% | 2%
CC[C@H](C)[C@H](NS(=O)(=O)c1ccc(C)cc1)C(=O)N1CCC(C(=O)N[C@H](C(=O)O)C(C)C)CC1 | -2% | 0 | -16% | -12% | 1% | -10% | 21% | 5% | -8%
CCOC(=O)[C@H]1[C@H]2COc3ccc(C)cc3[C@@H]2N2C(=O)CN(Cc3ccc(Cl)cc3)C(=O)[C@@]12C | -1% | -4 | -7% | · | -15% | · | ? | -22% | -15%
CCc1ccc(NC(=O)Cc2c(C(=O)O)c(C)cn2C)cc1 | -1% | 1 | -5%[60.1 µM] | 10% | · | -8% | 4% | 29% | -7%
Cc1cccc(C(=O)n2nc(-c3cccnc3)nc2NCc2ccccc2)c1 | 3% | -3 | -22% | -1% | · | 4% | -27% | 7% | -11%
COc1ccc(C(=O)NC(=S)Nc2cc3oc4ccccc4c3cc2OC)cc1 | 17% | 2 | 7% | 2% | 1% | 4% | -8% | 9% | -8%
CN(C)S(=O)(=O)Oc1ccc(C(=O)Nc2cccc(Cl)c2)cc1 | -5% | -6 | -3% | 0% | 4% | -2% | 8% | -22% | -6%
COc1ccccc1-n1cc2c([N+](=O)[O-])cc([N+](=O)[O-])cc2n1 | 18% | 3 | 15% | -13% | 48% | -7% | -9% | -27% | -11%
Cc1cc(C)cc(NC(=O)Cn2nc(N3CCN(c4ccccc4)CC3)ccc2=O)c1 | -4% | 3 | -8% | 6% | · | ? | -3% | -3% | -5%
CCCOc1cccc(NC(=O)c2c(-c3ccccc3)noc2C)c1 | 1% | -3 | -11% | ? | -1% | 1% | 0% | 2% | -16%
COc1cc2[nH]c(-c3ccc(C)cc3)cc(=O)c2cc1OC | 5% | -2 | -5%&18% | 14% | -7%&8% | 5%[110 µM] | -20% | -32% | -8%
CCOC(=O)c1ccc(N2C(=O)c3n[nH]c(-c4ccco4)c3C2c2ccc(O)c(OC)c2)cc1 (centres undefined) | -7% | 5 | ? | -6% | · | 58%[activator] | -23% | -7% | -17%
CCC(CC)NC(=O)COC(=O)CCC(=O)c1cccs1 | -2% | 2 | -3% | 37% | 2% | -8% | -5% | 11% | -8%
Cc1cc(/C=C2/NC(=O)N(Cc3ccccc3F)C2=O)c(C)n1C(C)C | 2% | -1 | 2% | -20% | -7% | 6% | -27% | -18% | -20%
CC1CC(C)CN(S(=O)(=O)CCNC(=O)c2ccc3c(c2)OCO3)C1 (centres undefined) | 1% | -5 | 1% | · | -2% | · | ? | 14% | -22%
O=C(NC1CCCC1)C(=O)N(c1ccccc1F)C(C(=O)NCC1CCCO1)c1cccs1 (centres undefined) | 4% | -4 | 3% | -6% | 5% | -9% | 0% | -10% | -20%
CCCOc1ccc(CN(C(=O)c2cccc(OC)c2)C2CCS(=O)(=O)C2)cc1 (centres undefined) | -1% | -1 | 5% | 0% | 76%[activator] | -1% | -3% | -37% | -14%
COc1cc2c(cc1OC)-c1cc(Nc3ccc4c(c3)OCCO4)nc(=O)n1CC2 | -4% | 10 | -22% | 4% | -10% | -14% | 18% | 0%[11.4 µM] | ?
CC(=O)N1CCCc2cc(S(=O)(=O)N3CCC(C(=O)Nc4ccc(C)cc4Cl)CC3)ccc21 | 0% | -10 | -6%[60.1 µM] | 0% | · | -4% | ? | -8% | -24%
Cc1ccc(-c2csc(NNC(=O)c3ccccc3)n2)cc1 | -3% | -3 | -19% | 1% | 2% | -4% | -12% | 12% | ?
c1ccc(COc2ccc(OCCCn3cncn3)cc2)cc1 | -8% | 1 | 2% | -15% | -3% | -17% | -8% | -23% | -18%
Cc1ccc(C(=O)/C=C/Nc2ccccn2)cc1 | -4% | -12 | -6% | · | · | · | 159%[activator] | 0% | -11%
Cc1cccc2cc3c(nc12)-c1ccccc1C3=O | 1% | -1 | 6% | 3% | 8% | -7% | 0% | 16% | -18%
C#CCN1C=CC(=O)[C@@H](OC(=O)Nc2ccc(OC)cc2)[C@H]1c1ccccc1Br | 2% | 1 | 7% | · | · | · | ? | -7% | -13%
Cc1ccc(C)c(CSc2nc3ncccc3[nH]2)c1 | -5% | 1 | -7% | 33% | · | 7% | -4% | 19% | -15%
COc1cccc(=O)c2c(C)n(-c3ccc(C(=O)O)cc3)c(C)c12 | -4% | 12 | 50µM* | 16µM* | ? | -2% | -22% | -32% | 13µM*
O=C(O)c1ccc(Cl)c(NCc2cccs2)c1 | -2% | 0 | 5% | ? | -10% | -4% | -14% | -30% | -12%
CC(C)c1cc(-c2cc(-c3ccc(Cl)cc3)on2)nc(NCC2CC2)n1 | -7% | -2 | -16% | 15% | 22% | -3% | -1% | -15% | ?
O=C(COc1cccc2cccnc12)N1CCc2ccccc2C1 | -8% | 12 | 0% | 21% | 3% | -12% | 1% | -12% | -9%
COc1ccc2c(c1)c(C(C)=O)c(C)n2C | -1% | -4 | -11% | -13% | -1% | 1% | 0% | 21% | 0%

A draw from above in order of length of the SMILES, lowest first:
SMILES | ERG Ets-DNA blk | LDHA block | Pol kappa inh | POLB inh | APEX1 inh | Anesthetic bind | 12-LOX inh | RGS4 inhibitor | Pol eta inh
COc1ccc2c(c1)c(C(C)=O)c(C)n2C | -1% | -4 | -11% | -13% | -1% | 1% | 0% | 21% | 0%
Cc1ccc(C)c(CSc2nc3ncccc3[nH]2)c1 | -5% | 1 | -7% | 33% | · | 7% | -4% | 19% | -15%
O=C(COc1cccc2cccnc12)N1CCc2ccccc2C1 | -8% | 12 | 0% | 21% | 3% | -12% | 1% | -12% | -9%
